GSTO1 inh = blocks human GSTO1 in RBBP9 counter-screen; recombinant GSTO1, activity-based probe fluorescence polarization; inhibition, % at 5.96 µM; AID 1974; hit rate 1.1% among 300,000; P78417;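 active = inhibition above the campaign mean inhibition plus 3 SD, cut at about 35% in these data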;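 also: 0% = GSTO1-1 with DMSO and 100% = wells lacking GSTO1-1 enzyme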
PAFAH1B2 inh = blocks human PAF acetylhydrolase 1b catalytic subunit 2; AID 492953; recombinant PAFAH1B2, FP-rhodamine activity probe, fluorescence polarization; inhibition, % at 3.39 µM; hit rate 1.2% among 340,000;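 active = inhibition above the mean of all tested compounds plus 3 SD, cut at about 24% in these data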;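 also: 0% = enzyme with DMSO and 100% = wells lacking PAFAH1B2; many of its hits are not listed in these tables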
PME-1 primary = PME-1 (human) inhibition; hit rate 0.53% among 320,000; AID 2130; Q9Y570; recombinant PME-1, FP-Rh probe fluorescence polarization; inhibition, % at 5.9 µM;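 active = inhibition above the campaign mean of all compounds plus 3 SD, cut at about 26% in these data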;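 also: competitive labeling of PME-1 active site by serine hydrolase directed probe; 0% = PME-1 with DMSO and 100% = wells lacking PME-1 enzyme; inhibitors block probe labeling so polarization falls and inhibition rises; many of its hits are not listed in these tables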
Target sequence (Q9Y570 whole entry, looked up): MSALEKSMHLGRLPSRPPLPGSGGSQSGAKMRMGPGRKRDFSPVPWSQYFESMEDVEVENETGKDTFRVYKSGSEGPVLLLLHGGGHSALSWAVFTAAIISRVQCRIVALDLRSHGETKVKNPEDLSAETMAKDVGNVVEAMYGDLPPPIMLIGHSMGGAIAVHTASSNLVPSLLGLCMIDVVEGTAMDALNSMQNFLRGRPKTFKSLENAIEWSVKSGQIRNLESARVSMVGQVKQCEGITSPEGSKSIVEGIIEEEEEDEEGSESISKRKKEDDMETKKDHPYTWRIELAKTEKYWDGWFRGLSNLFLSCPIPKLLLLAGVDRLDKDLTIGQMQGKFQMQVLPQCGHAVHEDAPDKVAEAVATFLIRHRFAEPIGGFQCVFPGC
LYPLA1 counter = counter-screen for PME1 inhibitors: inhibitors of human LYPLA1; recombinant LYPLA1, FP-Rh probe fluorescence polarization; hit rate 0.16% among 320,000; inhibition, % at 5.9 µM; AID 2174;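 active = inhibition above the mean of all tested compounds plus 3 SD, set per campaign, cut at about 14% in these data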;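 also: inhibitors block serine hydrolase probe labeling of LYPLA1 so polarization falls; 0% = enzyme with DMSO and 100% = wells lacking LYPLA1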
PAFAH1B3 inh = blocks human PAF acetylhydrolase 1B catalytic subunit 3 | Q15102 | recombinant PAFAH1B3, FP-rhodamine probe, fluorescence polarization | inhibition, % at 3.39 µM | hit rate 0.28% among 340,000;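 active = inhibition above the screen-wide average of all tested compounds plus 3 SD, cut at about 25% in these data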;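 also: 0% = enzyme with DMSO only and 100% = wells lacking PAFAH1B3 protein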
Target sequence (Q15102 whole entry, looked up): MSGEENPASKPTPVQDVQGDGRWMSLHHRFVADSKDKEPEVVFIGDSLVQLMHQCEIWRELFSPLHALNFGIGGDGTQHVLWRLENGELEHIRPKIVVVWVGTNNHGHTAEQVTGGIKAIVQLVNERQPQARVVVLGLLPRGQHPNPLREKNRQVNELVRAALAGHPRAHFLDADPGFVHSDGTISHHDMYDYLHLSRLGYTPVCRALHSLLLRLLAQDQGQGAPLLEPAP
pPAFAH FP inh = pPAFAH (human) enzyme inhibition; Q13093; inhibition, % at 3.39 µM; hit rate 1.5% among 330,000; recombinant pPAFAH, FP-rhodamine probe fluorescence polarization;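 active = inhibition above the mean inhibition across the screen plus 3 SD, cut at about 25% in these data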;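 also: inhibitors block binding of the rhodamine activity-based probe so polarization drops; 0% = enzyme with DMSO and 100% = wells lacking pPAFAH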
Target sequence (Q13093 whole entry, looked up): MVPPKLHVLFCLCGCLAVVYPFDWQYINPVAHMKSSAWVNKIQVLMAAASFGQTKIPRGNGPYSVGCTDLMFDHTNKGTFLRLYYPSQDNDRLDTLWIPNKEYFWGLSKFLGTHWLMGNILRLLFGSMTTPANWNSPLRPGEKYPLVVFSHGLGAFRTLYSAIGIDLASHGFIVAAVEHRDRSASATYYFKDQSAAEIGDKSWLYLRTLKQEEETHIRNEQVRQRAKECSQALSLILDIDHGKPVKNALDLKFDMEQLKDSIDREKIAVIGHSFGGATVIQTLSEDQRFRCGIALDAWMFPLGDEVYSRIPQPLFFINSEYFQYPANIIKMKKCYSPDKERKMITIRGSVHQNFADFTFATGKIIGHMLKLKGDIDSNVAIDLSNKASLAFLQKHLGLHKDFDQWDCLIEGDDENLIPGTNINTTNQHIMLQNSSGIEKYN
PAFAH2 FP inh = PAFAH2 (human) inhibition; Q99487; recombinant PAFAH2, FP-rhodamine activity probe, fluorescence polarization; inhibition, % at 3.39 µM; hit rate 0.99% among 340,000; AID 492956;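 active = inhibition above the mean over all tested compounds plus 3 SD, cut at about 30% in these data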;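 also: inhibitors block probe labeling of enzyme so polarization drops; 0% = enzyme with DMSO and 100% = wells lacking PAFAH2 protein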
LYPLA2 counter = LYPLA2 (human) inhibition in PME1 counter-screen; O95372; recombinant LYPLA2, FP-Rh probe fluorescence polarization; inhibition, % at 5.9 µM; hit rate 0.38% among 320,000; AID 2177;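 active = inhibition above the screen-wide mean plus 3 SD, limit set per campaign, cut at about 26% in these data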;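 also: 0% = LYPLA2 with DMSO and 100% = wells lacking LYPLA2 enzyme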
PAD4 inh = blocks human protein arginine deiminase 4 | Q9UM07 | inhibition, % at 6.36 µM | recombinant PAD4, RCA probe fluorescence polarization | hit rate 0.41% among 330,000 | AID 485272;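 active = percent inhibition above a cutoff equal to the mean of all tested compounds plus 3 SD, cut at about 15% in these data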;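 also: 0% = PAD4 with RCA probe and DMSO and 100% = probe without PAD4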
Active calls of the source: *; · = not tested or not shown.

SMILES	GSTO1 inh	PAFAH1B2 inh	PME-1 primary	LYPLA1 counter	PAFAH1B3 inh	pPAFAH FP inh	PAFAH2 FP inh	LYPLA2 counter	PAD4 inh
CCn1c(-c2cc(-c3ccccc3)sc2N)n[nH]c1=S	12	·	11	-5	·	15	·	2	3
CCOc1ccc(/C=N/Nc2ccccn2)cc1	5	-5	6	3	-5	4	-2	3	-2
COc1cccc(C(=O)Nc2ccc3c(c2)C(=O)c2ccccc2C3=O)c1	14	-2	-4	-12	-1	11	10	-14	-9
CCN(CC(=O)Nc1ccc2c(c1)OCCO2)C(=O)c1ccc(S(=O)(=O)N(C)C)cc1	18	1	-7	-1	5	-1	6	4	-2
CCCC(=O)C1=C(c2ccccc2)C(C#N)(C#N)C(C#N)=C1N	20	16	0	-3	-7	15	14	2	-10
O=C(c1ccc2snnc2c1)N1CCN(c2ccccc2)CC1	-7	-2	-4	-2	7	0	-11	6	-3
Oc1ccccc1O	22	2	2	-1	-3	12	-1	-1	4
O=C(C1=C[C@@H](c2ccc(Br)cc2)C[C@@H](OCc2ccc(CO)cc2)O1)N1CCN(Cc2ccccc2)CC1	4	7	-6	-5	6	6	0	-9	-2
COc1ccc(CNC(=O)C(CCSC)NC(=O)c2ccco2)cc1 (stereo not given)	7	2	0	-1	2	1	2	3	-1
Cc1cc(C(=O)CSc2nnnn2C)c(C)n1C1CC1	14	4	3	-1	7	3	-1	-8	0
CCOCCCNC(=O)c1ccc2c(c1)ncn2-c1ccc(C)cc1C	4	0	-2	-5	1	4	-4	-5	3
CCCn1c(=O)c(C(=O)NCc2ccccc2OC)c(O)c2ccccc21	2	4	-8	-2	1	3	-4	2	-4
COc1cccc(/C=C/C(=O)OCC(=O)c2cc(C)n(CC3CCCO3)c2C)c1OC (stereo not given)	-4	-3	-2	-2	7	6	7	-1	4
Cc1ccc(S(=O)(=O)NCC(=O)OCc2ccccc2Br)cc1	3	13	-5	-2	8	13	3	-3	-1
Cc1cc(-c2nn(-c3ccccc3F)cc2CN2CCN(c3ccncc3)CC2)c(C)s1	-2	0	2	2	6	0	0	2	-5

The list goes on (2 carried over from the part before).
SMILES	GSTO1 inh	PAFAH1B2 inh	PME-1 primary	LYPLA1 counter	PAFAH1B3 inh	pPAFAH FP inh	PAFAH2 FP inh	LYPLA2 counter	PAD4 inh
Cc1ccc(S(=O)(=O)NCC(=O)OCc2ccccc2Br)cc1	3	13	-5	-2	8	13	3	-3	-1
Cc1cc(-c2nn(-c3ccccc3F)cc2CN2CCN(c3ccncc3)CC2)c(C)s1	-2	0	2	2	6	0	0	2	-5
COc1cc(/C=N\NC(=O)CNC(=O)C(c2ccccc2)c2ccccc2)ccc1O	19	0	3	-2	10	3	5	-2	6
O=C1NCCN1CCNS(=O)(=O)c1ccc2ccccc2c1	4	7	10	3	2	4	-3	1	4
Cn1c(C(=O)NCCc2ccsc2)cc2c(=O)n(C)c3ccccc3c21	-7	7	0	2	-2	-5	-8	-11	0
COc1ccc(CC(=O)OCC(=O)Nc2ccc(OC(F)F)cc2)cc1OC	·	3	6	4	-8	4	6	14	-5
Nc1nnc(SCC(=O)Nc2ccc(F)c(Cl)c2)n1-c1ccccc1	14	1	-9	-1	-3	-6	2	-1	5
Cc1nc2cc(C(F)(F)F)ccc2n1CCNc1nc(-c2ccc([N+](=O)[O-])c(Cl)c2)cs1	4	24	15	-6	6	6	1	-2	2
CC(C)OCC1CC(CC(=O)NC(=S)Nc2cccc([N+](=O)[O-])c2)C(=O)O1 (stereo not given)	8	4	-1	1	2	-5	0	4	2
O=C(NCc1ccccn1)c1cc(-c2ccccc2Cl)on1	3	1	-2	1	3	3	0	-3	0
CCOc1ccc(N(CC(=O)NCc2ccccc2)S(=O)(=O)c2ccc(C)cc2)cc1	0	1	-4	0	7	8	6	1	0
CNc1oc(-c2ccc(Cl)cc2)nc1C#N	-2	3	0	2	0	4	-1	6	2
O=C(CSc1ncccc1-c1nc2ccccc2[nH]1)N1CCc2ccccc21	0	-1	-8	-9	5	1	-14	-9	-4
O=C(NCc1ccc(F)cc1)c1ccc(CNc2c(N3CCOCC3)c(=O)c2=O)cc1	-5	4	3	3	1	5	5	5	6
Cc1nn(C)cc1N1C(=O)c2cccc3c(N)ccc(c23)C1=O	16	·	12	10	·	14	·	11	27*
CC(CCc1ccccc1)NC(=O)CSc1ccccc1 (stereo not given)	3	8	1	-2	8	4	3	0	2
COc1cc(C(=O)Nc2nc(-c3ccc(C)cc3)cs2)ccc1OCC(=O)N1CCOCC1	-6	2	-11	-9	-4	1	-6	-7	-9
O=C(Nc1cc(Cl)cc(Cl)c1)c1ccno1	10	2	-5	-7	6	5	-5	1	-1
Cc1cccc(C)c1OCc1n[nH]c(=S)o1	1	2	-4	5	5	5	5	-3	-4
COCCN(C(=O)COC(=O)c1cc(C)n(-c2ccccc2)c1C)c1c(N)n(Cc2ccccc2)c(=O)[nH]c1=O	-2	6	3	-6	4	2	-1	-5	1
CC(C)(CNC(=O)c1sc2cc(Cl)ccc2c1Cl)N1CCOCC1	-7	-2	2	-4	11	0	10	1	3
CC(C)c1ccc(C(CC(=O)c2ccc(Cl)cc2)C(=O)O)cc1 (stereo not given)	-3	38*	0	-2	-2	5	-14	-2	-1
O=[N+]([O-])c1ccccc1S(=O)(=O)N1CCN(c2ccccn2)CC1	3	4	-1	-4	14	-4	9	-1	-3
Cc1cccc(OCC(=O)Nc2ccc3nc(C)sc3c2)c1	-6	5	2	-2	-1	-2	2	-2	-6
CCOCCCNC(=O)C(c1ccc(C)cc1)N(Cc1ccc2c(c1)OCO2)C(=O)c1ccccn1 (stereo not given)	6	2	8	-2	8	5	5	-1	-6
Nc1ccccc1SCc1csc(-c2ccc(Cl)cc2)n1	3	4	5	-3	8	10	6	4	-3
O=C(CC1C(=O)NCCN1C(=O)c1ccc(Cl)cc1)Nc1ccc(F)cc1 (stereo not given)	-2	12	3	-3	2	7	1	2	-4
Cc1cc(NC(=O)Cn2cc([N+](=O)[O-])cn2)n(Cc2ccc(F)cc2)n1	2	5	7	4	4	2	0	16	0
CCn1c(C)c(C)c2cc(C(=O)NCCCN3CCCCCC3)ccc21	1	-1	-7	3	0	7	-3	0	-4
N#C/C(=C/c1cccc([N+](=O)[O-])c1)C(=O)Nc1ccccc1O	3	4	1	2	13	-3	-3	5	-2
CC1Oc2ccccc2N(CC(=O)N2CCCCCC2)C1=O (stereo not given)	-1	4	-2	-1	10	-7	-3	-2	9
Cc1cc(C)nc(NS(=O)(=O)c2ccc(NS(=O)(=O)c3ccsc3)cc2)n1	7	·	0	1	·	2	·	0	-1
CCSC1=C(C#N)C(c2ccccc2Cl)C(C(=O)c2cccs2)C(O)(C(F)(F)F)N1 (stereo not given)	-5	5	0	-1	5	0	-3	4	0
CC(C)CC1Nc2ncnc(N3CCOCC3)c2N(Cc2ccccc2)C1=O (stereo not given)	·	8	·	·	17	1	4	·	1
COc1cc(CCC(=O)Nc2ccncc2Cl)cc(OC)c1OC	-2	-2	0	0	5	4	-3	4	-1
Cc1ccc2nc(NC(=O)[C@H](C)N3C(=O)C4CC=CCC4C3=O)sc2c1 (stereo not given in full)	12	2	11	-3	1	6	3	4	-5
O=C(O)CC(C(=O)Nc1ccc(Cl)c(Cl)c1)C1CCCO1 (stereo not given)	4	1	1	0	10	2	24	3	1
CCOC(=O)c1cc2ccccc2nc1C	4	2	-12	-4	2	-4	-2	-3	-3
CCOc1ncccc1C(=O)OCC(=O)Nc1ccc(C)c(S(=O)(=O)N(C)C)c1	13	1	0	-1	-2	14	80*	-2	1
O=c1[nH]c2ccccc2[nH]c1=O	9	5	-1	0	5	1	-3	-1	7
COc1ccc(C(CNC(=O)c2ccc(N3CCCC3=O)cc2)N(C)C)cc1 (stereo not given)	8	5	3	-1	1	4	0	0	-4
O=C(Nc1ccccc1C(=O)NCc1ccccc1)c1ccccc1	0	5	-2	-2	5	3	-11	-5	3
Cc1cccc(CCNC(=O)C2CCN(S(=O)(=O)c3c(C)noc3C)CC2)c1	8	2	11	0	0	2	2	-2	2
O=C(CSc1nnc(-c2ccc(Cl)cc2)n1Cc1ccco1)c1cccs1	2	7	-2	1	2	18	6	-2	-4
CCCNC(=S)Nc1cccc(C(F)(F)F)c1	10	-3	4	4	2	1	-6	-1	-1
CCOC(=O)/C(C#N)=C/NC(=O)NC(C)(C)C	4	0	0	0	10	4	5	3	-4
O=C(NC(=S)N1CCN(C/C=C/c2ccccc2)CC1)c1ccc(Cl)nc1	13	8	2	2	9	5	-4	9	4
Cc1ccc(OCCn2cc(C(=O)O)c3ccccc32)cc1	13	4	2	2	1	2	6	8	-1
O=C(CCc1nc(-c2cccs2)no1)NCc1ccc(F)cc1Cl	11	1	3	3	1	8	-3	4	0
O=C(Cc1cccs1)N=Nc1c(O)[nH]c2ccc(Br)cc12	18	4	9	-1	-4	9	7	-3	1
Cc1nc2cc(Cl)c(Cl)cc2n1CCCO	3	·	5	-5	·	2	·	-4	0
CC(C)(C)NC(=O)COc1ccc(CNCc2cccnc2)cc1	-9	1	-1	5	14	6	-7	10	1
CCn1c(NC(=O)c2ccc(C)cc2)c2ccccc2nc1=O	4	5	4	0	-1	4	4	6	-3
CO/N=C/NC(=O)NOCc1ccc(Cl)cc1Cl	13	7	0	2	6	1	16	-4	3
O=C(Oc1cc(=O)oc2ccccc12)c1ccccc1	-7	3	-1	-1	9	0	1	2	-3
CN(C)C1=NCCN1CC1CCCCC1	-5	6	-1	-1	1	-1	1	-2	-5
Cc1ccc(S(=O)(=O)N(C)C)cc1NC(=S)NNC(=O)C1CC1	4	1	1	-3	-4	5	2	-1	0
N#Cc1ccc(CSc2nnc(-c3ccccn3)n2-c2ccccc2)cc1	-5	7	-2	-4	0	1	3	0	-4
COc1ccc(CN2C3CCCC2CC(NC(=O)Nc2ccccc2C)C3)cc1 (stereo not given)	2	0	-3	-4	-4	3	6	-5	1
CSc1nc(N2CCOCC2)c2c3c(sc2n1)CCCC3	-9	7	4	2	7	0	0	-1	1
Cc1nc2c(c(N3CCOCC3)n1)OCC(=O)N2	14	9	-1	-3	-4	-3	2	8	1
O=C(CCN1CCOCC1)Nc1ccc2c(c1)N(C(=O)CN1CCOCC1)c1ccccc1CC2	2	-2	-8	-2	-3	1	0	-7	-2
New compounds follow.
SMILES	GSTO1 inh	PAFAH1B2 inh	PME-1 primary	LYPLA1 counter	PAFAH1B3 inh	pPAFAH FP inh	PAFAH2 FP inh	LYPLA2 counter	PAD4 inh
CC(C)NC(=O)c1ccc(S(=O)(=O)N(C)C)cc1	7	-6	-3	2	6	6	0	4	-2
CCCC(C(=O)N(C)CC(=O)Nc1ccc(N2CCOCC2)cc1)c1ccccc1 (stereo not given)	4	3	-4	0	6	-2	4	3	-3
CC1CCCC(C)N1C(=O)COc1ccc(C(=O)N/N=C/c2ccc(C(=O)O)cc2)cc1 (stereo not given)	3	-3	-1	-2	0	1	-3	1	-5
CCOc1ccccc1NC(=O)N1CCCC1C(=O)NCc1cccs1 (stereo not given)	-4	7	-2	-2	6	-5	-2	-11	6
Nc1nc(-c2ccco2)nn1C(=O)CCc1ccccc1	4	10	-3	-3	8	0	1	-10	7
Cc1ccnc(NC(=O)c2ccc(COc3ccc(Cl)cc3)o2)c1	-3	7	-1	-7	-1	7	-5	-3	1

Screening data: PubChem BioAssay, The Scripps Research Institute Molecular Screening Center

These rows are one share of the data; rates above refer to the full screens.
